From PubChem BioAssay
TSHR antagonist: blocks TSH signaling through the human TSH receptor; activity change, negative = inhibition, % at 11.5 µM; AID 504810; P16473; actives 0.2% (n = 330,000); TSHR-expressing cells, TSH-stimulated cAMP HTRF, 2 h; hits give low values;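 active means activity change below a set negative limit, meaning inhibition stronger than a set level, cut at about -70% in these data; inconclusive means activity change between two set negative limits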; further: on the % scale 0 is the no-effect control and ±100 the full control effect
Target sequence (P16473 whole entry, looked up): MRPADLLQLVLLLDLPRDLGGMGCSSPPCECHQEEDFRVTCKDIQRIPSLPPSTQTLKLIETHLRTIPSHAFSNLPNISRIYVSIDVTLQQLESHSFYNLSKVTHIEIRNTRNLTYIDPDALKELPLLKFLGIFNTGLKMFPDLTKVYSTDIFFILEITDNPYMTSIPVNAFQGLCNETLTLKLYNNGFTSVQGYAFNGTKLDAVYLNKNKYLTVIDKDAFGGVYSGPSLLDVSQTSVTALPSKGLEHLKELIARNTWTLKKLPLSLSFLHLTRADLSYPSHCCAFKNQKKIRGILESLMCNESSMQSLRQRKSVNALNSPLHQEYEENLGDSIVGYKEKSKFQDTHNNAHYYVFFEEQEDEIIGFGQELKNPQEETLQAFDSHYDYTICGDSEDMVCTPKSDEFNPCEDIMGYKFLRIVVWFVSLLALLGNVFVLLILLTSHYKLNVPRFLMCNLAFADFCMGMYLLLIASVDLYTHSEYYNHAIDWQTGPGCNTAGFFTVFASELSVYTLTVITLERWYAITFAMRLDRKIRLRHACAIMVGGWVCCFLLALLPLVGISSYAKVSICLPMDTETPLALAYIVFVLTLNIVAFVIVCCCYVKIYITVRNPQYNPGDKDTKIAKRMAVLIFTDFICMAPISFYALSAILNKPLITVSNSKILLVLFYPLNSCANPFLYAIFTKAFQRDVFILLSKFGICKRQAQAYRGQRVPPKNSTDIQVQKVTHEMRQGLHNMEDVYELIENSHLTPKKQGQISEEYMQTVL
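TSHR-expressing cells were treated with compounds, then stimulated with TSH at EC80 (4nM final) for 2 hours at 37 deg C. Cellular cAMP was measured by HTRF competition between lysate cAMP and cAMP-d2 for a cryptate-labelled anti-cAMP antibody.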
GALK inhibitor: inhibitors of human galactokinase. P51570. Purified GALK, Kinase-Glo residual ATP luminescence. Potency, µM (highest dose often 57.5 µM), for inactives: at the top dose activity change, negative = inhibition, hits mostly inhibitors. actives 0.007% (n = 270,000). AID 1868; further: potency means the concentration at half of the fitted maximal effect; on the % scale 0 is the no-effect control and ±100 the full control effect
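Kinase-Glo Plus luminescence measured ATP left after a 1 h room-temperature reaction. The reaction used 5 nM GALK, 100 uM galactose and 35 uM ATP at pH 8.0 (20 mM HEPES, 5 mM MgCl2, 60 mM NaCl, 1 mM DTT, 0.01% BSA).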
Eya2 phos inh: inhibitors of human Eya2 phosphatase activity. recombinant Eya2, OMFP fluorescence dephosphorylation (OMFP is methylfluorescein phosphate). O00167. Potency, µM (titrated, usually from 76.9 µM), without a hit: at the highest dose activity, negative = inhibition, actives largely listed as inhibitors. AID 488837. actives 0.006% (n = 330,000); further: potency means the concentration at half of the fitted maximal effect; on the % scale 0 is the no-effect control and ±100 the full control effect
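Eya2 (0.2 uM) preincubated 10 min at ambient with compound, then OMFP substrate added at 50 uM; 10 min reaction in 50 mM HEPES pH 7.5, 50 mM NaCl, 5 uM MgCl2, 0.05% BSA, 1 mM DTT. Fluorescence read at Ex 485/Em 525 nm.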
USP2a inh: inhibitors of human ubiquitin-specific protease USP2a | O75604 | USP2 core, Ub-CHOP2 coupled fluorogenic reporter, 485/531 | Potency, µM (top dose mostly 38.3 µM), for the others: at the highest dose activity change, negative = inhibition, actives largely listed as inhibitors | actives 0.01% (n = 330,000) | AID 463254;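 further: potency means the concentration at half of the fitted maximal effect; plate controls were DMSO wells for no effect and full inhibition by NEM control for full effect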
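USP2 core (10nM final) preincubated 30min RT with compound in 20mM Tris-HCl pH 8.0, 2mM CaCl2, 2mM beta-mercaptoethanol, 0.05% CHAPS; 25nM Ub-CHOP2 plus 25nM reporter substrate added, fluorescence (Ex485/Em531) read after 60min.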
PKM2 activator: activators of human pyruvate kinase M2; P14618; purified PKM2, Kinase-Glo ATP luminescence, activation; response scale: 0% is enzyme alone, no compound; Potency, µM (top dose mostly 57.5 µM), without a hit: top-dose activation, most hits filed as activators; actives 0.34% (n = 260,000); further: potency means the concentration at half of the fitted maximal effect; on the % scale 0 is the no-effect control and ±100 the full control effect; nearly all actives have a fitted effect of over 55% in size
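Purified hPK-M2 (>95%) run at intermediate activity with 0.1 mM ADP and 0.5 mM PEP in 50 mM imidazole pH 7.2, KCl, MgCl2; 1 h room temperature. ATP formed read by Kinase-Glo luminescence; normalized to uninhibited and no-enzyme controls.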
Chronic BCR inh: blocks chronic active B-cell receptor signaling; ABC-DLBCL IkBa-CBG/CBR reporter, luminescence ratio, 4 h; Potency, µM (top dose mostly 46.1 µM), inactives show at the top dose ratio change, negative = lower green/red ratio, most hits filed as inhibitors; actives 0.05% (n = 340,000); active means well fitted inhibition curve with a large enough effect in the signal ratio, with a control signal flat, not every such curve was filed as active; inconclusive means small, poorly fitted or top-dose-only effect, or effect the other way, or a change in a side signal; the % refers to the signal ratio;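 further: potency means the concentration at half of the fitted maximal effect; plate controls were basal doxycycline-induced cells for no effect and cells given 10 µM MG132 for full effect; MG132 reads +100%, hits lower the ratio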
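TMD8 human ABC-DLBCL cells with doxycycline-inducible IκBα–green luciferase fusion and unfused red luciferase, in 0.5% FBS medium; compounds up to 46 uM, 4 h at 37C. Green/red luminescence ratio, filter-overlap corrected, fitted to concentration-response curves.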
Menin-MLL TR inh: inhibitors of human menin-MLL interaction, mutant MLL peptide; Potency, µM (doses to about 61.6 µM), for the others: at the highest dose FP activity change, negative = inhibition, hits mostly inhibitors; Menin + Texas Red MLL mutant peptide, fluorescence polarization; O00255; AID 1768; actives 0.23% (n = 270,000); active means well fitted inhibition curve with a large enough effect in the polarisation, with a control signal flat, not every such curve was filed as active; inconclusive means small, poorly fitted or top-dose-only effect, or effect the other way, or a change in a side signal; inactive means no such curve, though single readings can be large or run the other way; the % refers to the polarisation; further: potency means the concentration at half of the fitted maximal effect; % of control where 0% means no effect; many of its hits are not listed in these tables
S-ASM inh: inhibitors of human secretory acid sphingomyelinase | P17405 | placental ASM, HMU-PC fluorogenic substrate, 60 min | Potency, µM (doses to about 57.5 µM), inactives show at the highest dose activity change, negative = inhibition, actives largely listed as inhibitors | actives 0.006% (n = 340,000); further: potency means the concentration at half of the fitted maximal effect
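Fluorescence read-out (Ex 386 nm, Em 447 nm) after stopping the reaction at pH 10. Enzyme: ASM from human placenta; substrate HMU-PC0, 9 uM final; 60 min, 37 °C. Compound preincubation 10 min, ambient temperature.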
KCNH2 WT inh: inhibitors of human wildtype KCNH2 potassium channel; actives 0.37% (n = 340,000); AID 720551; Q12809; U2OS, BacMam KCNH2, thallium flux FluxOr; hits give low values; activity change, % at 1.84 µM;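 active means maximum activity change below -70%; inconclusive means maximum activity change between -70% and -50%; inactive means maximum activity change above -50%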; further: on the % scale 0 is the no-effect control and ±100 the full control effect
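U2OS cells transduced with wild-type KCNH2 virus are loaded with FluxOr dye for 45 min, and thallium flux is measured in kinetic reads before and after stimulation buffer. Rate constants are normalized to DMSO controls.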
MBNL1-CUG inh: blocks human MBNL1 binding to CUG repeat RNA; actives 0.036% (n = 280,000); Potency, µM (doses to about 57.5 µM), for inactives: at the top dose activity change, negative = inhibition, actives largely listed as inhibitors; TR-FRET MBNL1-His/biotin-(CUG)12 binding, 665/545 ratio; Q9NR56; active means well fitted inhibition curve with a large enough effect in the signal ratio, with a control signal flat, not every such curve was filed as active; inconclusive means small, poorly fitted or top-dose-only effect, or effect the other way, or a change in a side signal; inactive means no such curve, though single readings can be large or run the other way; the % refers to the signal ratio; further: potency means the concentration at half of the fitted maximal effect; on the % scale 0 is the no-effect control and ±100 the full control effect
Target sequence (Q9NR56 whole entry, looked up): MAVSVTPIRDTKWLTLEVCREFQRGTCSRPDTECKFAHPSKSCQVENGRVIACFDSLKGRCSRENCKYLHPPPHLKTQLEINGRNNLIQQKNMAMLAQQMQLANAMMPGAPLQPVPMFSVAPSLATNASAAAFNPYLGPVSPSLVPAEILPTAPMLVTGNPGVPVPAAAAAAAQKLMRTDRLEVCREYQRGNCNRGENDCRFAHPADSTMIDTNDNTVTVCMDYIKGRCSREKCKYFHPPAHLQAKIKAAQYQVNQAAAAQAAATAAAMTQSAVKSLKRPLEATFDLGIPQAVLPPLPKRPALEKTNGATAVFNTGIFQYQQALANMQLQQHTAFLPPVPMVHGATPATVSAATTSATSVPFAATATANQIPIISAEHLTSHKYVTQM
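Ratiometric TR-FRET (665 over 545 nm, excitation 340 nm) tracks disruption of MBNL1-His/biotin-(CUG)12 complex after 60 min at room temperature, with compounds at 92 nM to 58 uM final.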
Mito fusion yeast: blocks mitochondrial division or promotes mitochondrial fusion | S. cerevisiae fusion-defective mutant growth rescue, CellTiterGlo 48 h | Potency, µM (titrated, usually from 46.1 µM), inactives show at the highest dose growth rescue (activation), actives largely listed as activators | actives 0.23% (n = 320,000) | AID 485298;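 further: potency means the concentration at half of the fitted maximal effect; % of control where 0% means no effect; nearly all actives have a fitted effect of over 45% in size; temperature-sensitive fusion mutants such as fzo1-1 at 37 °C on non-fermentable ethanol glycerol medium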
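Yeast fusion mutant, YPEG (non-fermentable carbon), compound, 48 h at 37C non-permissive; CellTiterGlo added, 10 min RT, luminescence read. Rescued growth = division inhibition.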
Starred values were filed as active, the others as inactive; i = inactive; u = inconclusive; x = not tested or not shown; [ ] = dose if it differs, or a comment. Unless noted, the call rests on the fitted dose curve; in most records, active means well fitted curve in the direction sought with a large enough effect; inconclusive means small, poorly fitted or top-dose-only effect, or another doubt; inactive means no such curve, though single readings can be large; an effect the other way counts as inactive or inconclusive.

SMILES	TSHR antagonist	GALK inhibitor	Eya2 phos inh	USP2a inh	PKM2 activator	Chronic BCR inh	Menin-MLL TR inh	S-ASM inh	KCNH2 WT inh	MBNL1-CUG inh	Mito fusion yeast
Cc1cccc(C)c1OCC(O)Cn1nnc2ccccc21 (configuration not stated)	0	x	-11%	3%	1%	-14%	20%	3%	-7	-5%	1%
O=C1NC(Cc2c[nH]c3ccccc23)C(=O)N1CCOc1ccc(F)cc1 (configuration not stated)	15	1%	2%	-4%	5%	-1%	21%	-2%	-1	-3%	-5%
COc1ccc(C(CNC(=O)COc2ccccc2C)N2CCCCC2)cc1 (configuration not stated)	12	x	-7%	-3%	x	-4%	x	-1%	-3	x	-2%
CCOC(=O)Oc1ccc(/C=C2\N=C(C)OC2=O)cc1	4	4%	5%	0%	x	6%	-2%	1%	10	-2%	-2%
O=C(Nc1ccccc1)c1ccc(=O)n(Cc2cccc(Cl)c2)c1	-6	1%	-1%	5%	3%	4%	17%	-2%	-5	1%	-4%
O=C(Cc1ccc(Cl)cc1)NNC(=S)NC(=O)c1cccs1	-8	-3%	-1%	-7%	-4%	u	x	0%	0	-16%	-12%
COc1ccc(OC)c(N(CC(=O)N2CCc3ccccc3C2)S(C)(=O)=O)c1	22	0%	1%	0%	1%	1%	u	5%	13	-9%	-3%
Fc1cccc(NC(=S)NCCCN2CCOCC2)c1	5	-4%	1%	-1%	-9%	-4%	-16%	2%	2	-6%	-1%
C=CCn1c(N)cc(=O)nc1SCC(=O)Nc1ccc2ccccc2c1	-11	-1%	3%	-1%	1%	12%	-13%	2%	-1	7%	-6%
COc1ccc(-c2c3c(=O)n(C)c(=O)n(C)c3cn2-c2ccc(O)cc2)cc1	30	6%	9%	-2%	-14%	u	x	-27%	-15	u	-4%
COc1ccc(-n2c(Cc3cccn3C)nnc2SCC(N)=O)cc1	10	0%	3%	6%	-3%	6%	0%	2%	-3	-6%	1%
CC1CCN(C2CCN(S(=O)(=O)c3ccc(C(F)(F)F)cc3)CC2)CC1	14	8%	-2%	1%	-2%	10%	-1%	6%	14	-7%	11µM*
Nc1cc(Cl)ccc1C(=O)OCC(=O)NC(=O)NCc1ccccc1	16	-1%	-3%	2%	-18%	-13%	12%	25%	6	102%[activator]	-2%
NC(=O)c1ccccc1OCc1nc2ccccc2s1	6	6%	-2%	2%	x	u	x	8%	-5	3%	-2%
CC(C)c1ccc(-c2nnc(N)s2)cc1	-2	1%	1%	0%	-10%	u	-2%	-1%	10	-8%	27%
O=C(O)/C=C\C(=O)Nc1ccccc1C#Cc1ccccc1	-9	-1%	6%	4%	-7%	3%	15%	8%	-3	-11%	9%
O=C(Nc1nc2ccccc2n1CCOc1ccccc1)c1ccco1	4	3%	-4%	-9%	u	-1%	u	-15%	-13	32%[activator]	1%
Cc1ccc(S(=O)(=O)NC(=O)N2CCCC(C)(C)C2)cc1	4	10%	14%	0%	3%	-2%	14%	-1%	7	-16%	-1%
CS(=O)(=O)c1ccc2nc(NC(=O)CN3CCN(Cc4ccccc4)CC3)sc2c1	4	-1%	-9%	1%	-2%	u	6%	0%	2	3%	-2%
CCSc1ncnc2c1sc1nc(-c3ccco3)c3c(c12)CC(C)(C)OC3	9	0%	9%	2%	-3%	0%	10%	x	x	2%	-4%
CCCn1c(N)c(C(=O)CN(C)CC(=O)Nc2c(Cl)cccc2Cl)c(=O)[nH]c1=O	1	x	13%	1%	x	-3%	x	6%	13	x	-1%
COc1ccc(C(=O)NNC(=O)C(=O)N2CCCCC2)cc1OC	14	-8%	1%	0%	0%	5%	x	1%	-12	-2%	-1%
Cc1ccccc1S(=O)(=O)NC(=NCc1ccc(F)cc1)c1ccccc1	4	x	0%	-1%	x	-1%	x	0%	-4	x	x
CC(=O)Nc1ccc(NC(=O)C(C)OC(=O)c2c(C)nn(-c3ccccc3)c2Cl)cc1 (configuration not stated)	0	x	-1%	0%	x	u	x	-2%	-12	x	6%
CC1CN(C2CCN(C(=O)c3cccc(Cl)c3)CC2)CC(C)O1 (configuration not stated)	18	-2%	-17%	2%	0%	u	-1%	1%	-3	-9%	3%
CCOC(=O)c1c(NC(=O)c2ccc(N3C(=O)C4C5C=CC(C5)C4C3=O)cc2)sc2c1CCCC2 (configuration not stated)	10	0%	-8%	-1%	-5%	0%	17%	16%	16	1%	1%
O=C(NC1CCCCCC1)c1c(O)c2cccc3c2n(c1=O)CCC3	1	-2%	12%	2%	2%	-5%	-12%	x	x	3%	-2%
CC(=O)Nc1ccc(C(=S)NCc2ccco2)cc1	4	0%	-1%	1%	2%	13%	4%	-5%	-3	-3%	-7%
COc1ccc(NS(=O)(=O)c2ccc3[nH]c(=O)[nH]c3c2)cc1OC	-4	8%	1%	-1%	-1%	1%	-3%	-5%	-3	3%	3%
CCC(=O)c1c(NCCc2ccccc2)cc(C)oc1=O	5	0%	7%	6%	8%	1%	-16%	2%	-1	-2%	-4%
COc1ccc2nc(N3CCOCC3)cc(C)c2c1	4	1%	-25%	0%	-7%	u	1%	x	2	0%	1%
COC(=O)[C@H](C)N(Cc1ccc(Cl)c(Cl)c1)S(=O)(=O)CCNC1CCCC1	-9	x	-17%	-1%	x	u	x	-2%	4	x	x
COc1cc(N=c2c([N+](=O)[O-])nn(-c3ccc4c(c3)OCCO4)n2O)cc(OC)c1	-5	-4%	-7%	-5%	-2%	u	14%	-13%	3	u	u
COc1ccc2oc(=O)c(C(=O)Nc3ccccc3O)cc2c1	-1	x	-5%	-7%	-8%	u	x	-2%	-5	13%	1%
O=C(Nc1ncccc1Cl)c1cc2ccccc2o1	20	-4%	2%	-3%	x	u	x	3%	-6	25%	0%
c1cc2c(cc1CN1CCN(C3CCCCCC3)CC1)OCO2	-6	-1%	0%	-1%	x	3%	u	-1%	8	-2%	-4%
COc1ccc(/C=C/C(=O)Nc2ccccc2Cl)cc1S(=O)(=O)N1CCOCC1	0	4%	-2%	-6%	-1%	-19%	x	-16%	-7	22%	-1%
Cc1cccc(C)c1Nc1nnc(SCC(=O)Nc2cc(S(=O)(=O)N3CCCCC3)ccc2Cl)s1	-4	1%	-12%	3%	3%	3%	-14%	-2%	3	x	0%
CCc1cc2c(=O)c(-c3ccc4c(c3)OCCO4)coc2cc1OS(C)(=O)=O	-27	-4%	0%	2%	-7%	u	-1%	0%	5	11%	u
Cc1ccc(C(c2sc3nc(C)nn3c2O)N2CCN(c3ccccc3F)CC2)cc1 (configuration not stated)	27	-1%	-24%	-1%	0%	3%	-11%	-6%	-1	8%	2%
OCC1(Cc2cccc(C(F)(F)F)c2)CCN(Cc2cc(F)cc(F)c2)CC1	0	-2%	-7%	-1%	2%	0%	3%	-6%	26	1%	0%
O=C(Cn1cnc2ccccc2c1=O)NCC1COc2ccccc2O1 (configuration not stated)	-4	-1%	12%	5%	-6%	-5%	6%	0%	6	-3%	-3%
O=Cc1ccc(N2N=C(c3ccccc3)CC2c2ccccc2)cc1 (configuration not stated)	20	-4%	-1%	-2%	x	3%	43%[activator]	i	-18	13%	8.9µM*
COc1ccc(NC(=O)COc2cccc3c2CCNC3=O)cc1	-8	x	14%	-1%	x	u	x	x	-1	x	4%
CN1/C(=C\C(=O)Nc2ccc(F)cc2)C(C)(C)c2ccccc21	-13	-2%	-1%	-2%	-22%	u	u	-7%	-1	-16%	10µM*
COC(=O)c1c(NC(=O)/C=C/C(=O)O)sc(Cc2ccccc2)c1C	-21	-3%	-5%	-2%	1%	u	8%	13%	2	x	-2%
C=CCNCCCCOc1ccc(C)cc1[N+](=O)[O-]	-2	3%	4%	1%	2%	0%	-1%	-2%	3	-2%	-2%
COC(=O)C1=C(C)N(Cc2ccc(C)cc2)C(=O)/C1=C\c1cc(OC)c(OC)c(OC)c1	-12	2%	0%	4%	16%	u	-14%	-29%	i	x	-1%
CC(C)(C)Sc1ccc2nc3c(n2c1)CCCC3	1	x	-3%	0%	2%	-10%	u	2%	11	-14%	-3%

This is a subset. The share of hits here may be higher or lower than overall.
